Screening results (PubChem)
Tau fibril FP – blocks human tau fibril formation measured by polarization | AID 1468 | P10636 | K18 P301L tau heparin fibrillization, Alexa594 FP, 6 h | 280,000 compounds, 0.39% hits | Potency, µM (series often up to 57.7 µM), without a hit: at the top dose activity, negative = inhibition, usual class: inhibitors; note: % is set by controls: 0 for no effect and ±100 for the full control effect; nearly all actives have a fitted effect of over 55% in size
Target sequence (P10636 561-689 P618L limits assumed): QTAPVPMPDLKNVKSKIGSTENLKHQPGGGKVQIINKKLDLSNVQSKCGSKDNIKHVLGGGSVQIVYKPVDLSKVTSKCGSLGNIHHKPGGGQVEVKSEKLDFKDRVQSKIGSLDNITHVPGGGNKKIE
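FP of Alexa 594-tau after heparin (20 uM) induction. Substrate: human K18 P301L, 15 uM unlabeled, 0.24 uM labeled. Buffer 100 mM sodium acetate pH 7. 6 hr, 37 C.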
Tau fluor cs – counter-screen for tau fibril formation inhibitors | tau K18 P301L Alexa594 fluorescence, heparin fibrillization | 280,000 compounds, 0.93% hits | Potency, µM (titrated, usually from 57.7 µM), inactives show at the top dose activity change, negative = decrease; note: % is set by controls: 0 for no effect and ±100 for the full control effect; nearly all actives have a fitted effect of over 55% in size
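Human K18 P301L tau (15 uM unlabeled plus 0.24 uM Alexa 594-labeled, final) in 100 mM sodium acetate pH 7 was mixed with compound and 20 uM heparin and incubated 6 hr at 37 C.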
SMN2 splice enh – enhancers of SMN2 splice variant expression; HEK293 SMN2-luciferase splicing reporter, luminescence, 30-36 h; Potency, µM (series often up to 46.1 µM), for the others: at the top dose activity change, positive = activation, usual class: activators; 210,000 compounds, 2.8% hits; AID 1458; note: % of control where 0% means no effect; nearly all actives have a fitted effect of over 55% in size
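HEK293 cells carry an SMN2 […]–luciferase reporter in which exon 7 inclusion puts luciferase in frame. Cells were plated 10-12 h before compound addition, then incubated 30-36 h at 37C. ONE-Glo luminescence was read; sodium butyrate at 4.5 mM final served as control.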
HTT ATP protect – cytoprotection in Huntington HTT-Q103 PC12 cell model | PC12 HTT-Q103 induced, cytoprotection, ATP luminescence, 40 h | 230,000 compounds, 0.14% hits | AID 1471 | Potency, µM (doses to about 56.4 µM), inactives show cytoprotection (ATP increase), usual class: activators;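 note: % of control where 0% means no effect; nearly all actives have a fitted effect of over 45% in size; toxic huntingtin expression switched on by the ecdysone agonist tebufenozide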
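Rat PC12, Q103 Htt exon1-GFP fusion, ecdysone promoter; tebufenozide inducer 100 nM final; compound titration; qHTS, 1500 cells/well; ATPlite luminescent read.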
ALDH1A1 block – ALDH1A1 (human) enzyme inhibition; P00352; Potency, µM (top dose mostly 75.3 µM), inactives show at the highest dose activity, negative = inhibition, usual class: inhibitors; Purified ALDH1A1, NADH fluorescence, propionaldehyde substrate; 220,000 compounds, 7.3% hits; active = well fitted inhibition curve with a large enough effect, not every such curve was filed as active; inconclusive = small, poorly fitted or top-dose-only effect, or another doubt; inactive = no such curve, though single readings can be large or run the other way;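 note: plate controls were no enzyme wells and a reference inhibitor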
Target sequence (P00352 whole entry, looked up): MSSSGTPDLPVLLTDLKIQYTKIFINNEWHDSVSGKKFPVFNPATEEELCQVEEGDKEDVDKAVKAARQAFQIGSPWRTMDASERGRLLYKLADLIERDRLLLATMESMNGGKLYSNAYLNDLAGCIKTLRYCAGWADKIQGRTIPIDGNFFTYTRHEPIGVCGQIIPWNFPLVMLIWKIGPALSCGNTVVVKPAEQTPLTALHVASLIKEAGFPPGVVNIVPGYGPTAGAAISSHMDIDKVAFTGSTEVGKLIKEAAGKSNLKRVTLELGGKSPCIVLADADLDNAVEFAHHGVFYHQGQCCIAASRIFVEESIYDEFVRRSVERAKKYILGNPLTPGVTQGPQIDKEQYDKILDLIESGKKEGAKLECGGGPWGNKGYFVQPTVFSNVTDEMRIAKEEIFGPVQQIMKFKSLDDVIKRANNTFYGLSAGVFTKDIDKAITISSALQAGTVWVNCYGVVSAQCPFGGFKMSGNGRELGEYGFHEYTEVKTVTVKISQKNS
HttQ103 aggreg – mutant huntingtin aggregation inhibition. PC12 HttQ103-GFP aggregates, Acumen cytometry, 40 h. Potency, µM (highest dose often 46.1 µM), for the others: at the highest dose activity change, negative = inhibition, hits mostly inhibitors. 220,000 compounds, 1.1% hits; note: % is set by controls: 0 for no effect and ±100 for the full control effect; nearly all actives have a fitted effect of over 60% in size
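Using laser scanning cytometry, GFP-positive aggregates were counted after lysis of PC12 cells induced with 100 nM tebufenozide to express HTT exon 1 Q103–GFP. Compounds were tested in titration.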
JMJD2E inh – inhibitors of human JMJD2E histone demethylase. JMJD2E catalytic domain, FDH-coupled NADH fluorescence (FDH is formaldehyde dehydrogenase). Potency, µM (highest dose often 57.1 µM), for inactives: at the highest dose activity change, negative = inhibition, actives largely listed as inhibitors. 230,000 compounds, 1.6% hits; active = well fitted inhibition curve with a large enough effect, not every such curve was filed as active; inconclusive = small, poorly fitted or top-dose-only effect, or another doubt; inactive = no such curve, though single readings can be large or run the other way;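 note: 0% = wells with enzyme and -100% = buffer wells without enzyme; nearly all actives have a fitted effect of over 50% in size; many of its hits are not listed in these tables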
Target sequence (B2RXH2 1-337 limits assumed): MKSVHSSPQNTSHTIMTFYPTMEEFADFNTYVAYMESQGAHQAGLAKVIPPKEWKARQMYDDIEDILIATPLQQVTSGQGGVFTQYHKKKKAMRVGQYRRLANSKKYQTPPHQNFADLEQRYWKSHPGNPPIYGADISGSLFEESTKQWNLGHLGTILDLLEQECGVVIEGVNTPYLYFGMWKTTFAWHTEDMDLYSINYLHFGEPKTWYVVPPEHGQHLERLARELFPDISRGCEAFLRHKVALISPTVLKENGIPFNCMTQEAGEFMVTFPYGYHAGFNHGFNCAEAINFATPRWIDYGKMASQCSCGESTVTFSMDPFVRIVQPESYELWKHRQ
Tau ThT inhib – inhibitors of human tau fibril formation, thioflavin T binding; P10636; recombinant tau K18 P301L (four-repeat tau fragment), heparin-induced fibrillization, ThT fluorescence; Potency, µM (series often up to 57.4 µM), for inactives: top-dose activity, negative = inhibition, hits mostly inhibitors; 270,000 compounds, 2.1% hits; note: % is set by controls: 0 for no effect and ±100 for the full control effect; nearly all actives have a fitted effect of over 55% in size
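Heparin-induced (20 uM) aggregation of recombinant human K18 P301L tau, 15 uM unlabeled with 0.24 uM labeled, pH 7 acetate buffer, 6 hr at 37 C with compound. Fibrils quantified by 30 uM ThT fluorescence after 1 hr ambient incubation.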
An asterisk follows results filed as active; ? = inconclusive; . = not tested or not shown; & = joins results of further samples; [ ] = another dose, or the depositor's remark. Unless noted, calls come from the whole dose curve; as a rule, active = well fitted curve in the direction sought with a large enough effect; inconclusive = small, poorly fitted or top-dose-only effect, or another doubt; inactive = no such curve, though single readings can be large; an effect the other way counts as inactive or inconclusive. Potency is the fitted concentration of half-maximal effect.

no.	SMILES	Tau fibril FP	Tau fluor cs	SMN2 splice enh	HTT ATP protect	ALDH1A1 block	HttQ103 aggreg	JMJD2E inh	Tau ThT inhib
1	Cc1ccsc1/C=N/NC(=O)C1CC(=O)N(c2ccc(F)cc2)C1 (stereo unspecified)	5%	3%	.	16%[10 µM]	.	15%[9.22 µM]	0%	1%
2	COc1ccc(-n2c(SCC(=O)Nc3ccccc3)nnc2-c2ccc(NS(=O)(=O)c3ccc(C)cc3)cc2)cc1	?	-28%	-29%	9%[10 µM]	11%	?	-10%	2%
3	COC(=O)C1=C(Nc2ccccc2NS(=O)(=O)c2ccc(C(F)(F)F)cc2Cl)CSC1	2%	-24%	.	12%[10 µM]	.	0%[9.22 µM]	-9%	.
4	Cc1ccc(C(=O)Nc2c(-c3ccccc3)nc3ccccn23)cc1	-11%	-17%	-17%	.	.	.	.	-3%
5	Nc1cccc(S(=O)(=O)NC2=NCCC2)c1	-2%	-10%	-3%	-9%	22%	-2%	-2%	-18%
6	COc1cc(C2c3c(oc4ccccc4c3=O)C(=O)N2c2nncs2)cc(OC)c1OC (stereo unspecified)	-9%	-13%	-5%	.	.	.	.	?
7	CCOc1ccc2c(c1)[N+](C)(C)C(C)(C)C=C2C	1%	-1%	-20%	-47%	-2%	?	-11%	-3%
8	CCOC(=O)C1=C(C)Nc2nc(SC)nn2C1c1ccc(C(=O)OC)cc1 (stereo unspecified)	0%	3%	-7%	-27%	-3%	9%	-9%	4%
9	COc1cc(C(=O)Nc2cccc(-c3nnc(-c4ccco4)o3)c2)ccc1OC(C)=O	-18%	?	0%	-81%[inhibitor]	3%	-12%	?	?
10	Cc1nn(C(=O)c2ccco2)c(C)c1Sc1ccc(Cl)cc1	-7%	-8%	-8%	-33%[10 µM]	?	10%	-11%	-12%
11	CCCCNC(=S)N(C)/N=C/c1ccc(OCC(=O)Nc2c(C)cc(C)cc2C)c(OC)c1	11%	-8%	-31%[inhibitor]	-1%[10 µM]	7%	-7%	-6%	-16%
12	COC(=O)COc1ccc(NS(=O)(=O)c2cccc([N+](=O)[O-])c2)cc1	0%	-7%	7%	12%	?	6%	-1%	1%
13	CCOc1ccc(NC(=O)CSc2ncnc3c2sc2ccccc23)cc1	-4%&3%	-2%&-11%	-3%	23%[10 µM]	-6%	-11%	20%	1%&-16%
14	COc1ccc(OC)c(NC(=O)COc2ccc(S(=O)(=O)NC(C)C)cc2)c1	7%	-6%	-8%	10%	?	-4%	2%	1%
15	Fc1ccc(Oc2nc(-c3ccccc3)nnc2C(F)(F)F)cc1	-16%	-13%	-3%	-35%	-11%	5%	1%	-13%
16	CSc1ccc(S(=O)(=O)NCc2ccccc2C)cc1	-1%	-5%	11%	?	-10%	-7%[9.22 µM]	2%	1%
17	CCCCCCCC#Cc1ccccc1/C=N/S(=O)C(C)(C)C (stereo unspecified)	4%[11.6 µM]	-9%[11.6 µM]	.	-10%[10 µM]	21%[13.5 µM]	.	.	-2%[11.5 µM]
18	CCOC(=O)Cn1c(=NC(=O)CSC(C)=O)sc2ccccc21	-7%	-4%	-21%	-17%	-3%	8%	3%	-14%
19	Nc1cc(=O)[nH]n1C1CCN(c2ccccc2)CC1	-4%	-7%	11%	8%[10 µM]	0%	-4%	-4%	-8%
20	COC(=O)c1sccc1NC(=O)c1c(C)noc1C	2%	1%	-2%	-26%[0.074 µM]	13%	-17%	1%	8%
21	Cc1cc(C)c2nc3nc(C)c(C)cc3c(N)c2c1	7%	-6%	-79%[inhibitor]	-17%[10 µM]	?	2%[9.22 µM]	?	-16%
22	CCCCOc1ccc(-c2nnn(CCC(=O)N3CCOCC3)n2)cc1	0%	-6%	-20%	-53%[inhibitor][10 µM]	0%	-18%	-8%	-4%
23	COc1cc2cc(CN(CCO)S(=O)(=O)c3ccccc3Cl)c(=O)[nH]c2cc1OC	2%	1%	.	-37%	?	26%	?	-2%
24	COc1ccc(-c2cc(C(F)(F)F)nc(NCc3ccc(Cl)cc3)n2)cc1	?	-27%	-33%[inhibitor]	.	.	.	.	?
25	Cc1[nH]c(=O)[nH]c(=O)c1S(=O)(=O)N(C)Cc1ccccc1	-1%	1%	1%	1%	6%	9%	-4%	-2%
26	O=C1NCN(CCO)CN1	-4%	-9%	.	28%[10 µM]	.	0%[9.22 µM]	1%	-3%
27	CC(=O)[C@@H]1[C@@H](C)N(Cc2ccccc2)C(=O)N[C@H]1c1cccc(C(F)(F)F)c1	-3%[11.6 µM]	1%[11.6 µM]	-7%[9.22 µM]	-13%&7%[10 µM]	?	-1%[9.22 µM]	-1%[11.4 µM]	3%[11.5 µM]
28	Cc1cc(OC(C)C)nc(NCc2ccccc2)n1	-4%	-14%	?	-62%[inhibitor]	9%	15%	-2%	-15%
29	CC1CN(C(=O)COC(=O)c2ccc(Cl)nc2)CC(C)O1 (stereo unspecified)	-4%	-3%	5%	-24%	-4%	17%	3%	-2%
30	O=c1nc(/C=C/c2cccn2-c2ccc([N+](=O)[O-])cc2)cc(C(F)(F)F)[nH]1	-4%	-14%	10%	-11%	-1%	-13%	-1%	?
31	O=C(/C=C/c1ccccc1Cl)Nc1ccncc1	-14%	-24%	17%	23%	-3%	-7%	-4%	-7%
32	O=C(N/N=C\c1ccccn1)C1c2ccccc2Oc2ccccc21	-9%	-16%	.	7%[10 µM]	12%	-10%[9.22 µM]	5%	-17%
33	Cc1nc(N2CCOCC2)c2c3c(sc2n1)CCC3	1%	3%	4%	-35%[inhibitor]	1%	-16%	-1%	0%
34	Cc1c(NC(NC(=O)CC(C)C)C(Cl)(Cl)Cl)c(=O)n(-c2ccccc2)n1C (stereo unspecified)	2%	-9%	-7%	-37%[inhibitor]	4%	-8%	-1%	-11%
35	O=C(NNS(=O)(=O)c1ccc(F)c(Cl)c1)c1cccc(S(=O)(=O)N2CCOCC2)c1	-4%	-13%	11%	-28%[10 µM]	12%	2%	2%	-9%
36	COc1cc(-c2nnc(SCC(=O)c3ccccc3)o2)cc(OC)c1OC	15%	-12%	7%	-44%[inhibitor]	?	25%	2%	-21%
37	Cc1ccccc1N1C(=O)c2cc(S(N)(=O)=O)c(Cl)cc2N[C@H]1C	.	.	-5%[20.6 µM]	?	?	.	?	.
38	CC(C)NC(=O)CCCC(=O)NC(C)C	5%	7%	-4%	?	6%	27%	2%	10%
39	C[C@@H](C(=O)N1CCN(C(=O)OC(C)(C)C)CC1)n1cc(-c2cn([C@@H](C)C(=O)N3CCN(C(=O)OC(C)(C)C)CC3)nn2)nn1	3%	10%	.	6%[10 µM]	.	?	-2%	13%
40	COCCNC(=O)c1ccc2c(c1)N(Cc1cc(C)ccc1C)C(=O)c1ccccc1S2(=O)=O	-5%	-26%	15%	.	.	.	.	-5%
41	CC(=O)Nc1ccc(S(=O)(=O)NCC2CCC(C(=O)NC3CCCCCC3)CC2)cc1 (stereo unspecified)	-13%	11%	3%	.	11%	-23%	-4%	-2%
42	O=C(c1ccncc1)N1CCN(C(=O)c2ccncc2)CC1	-3%	5%	4%	-22%[0.074 µM]	9%	2%	3%	-3%
43	C=CCn1c(SCC(=O)Nc2cc(C)c(Cl)cc2OC)nnc1-c1ccco1	10%	-5%	-9%	2%[0.074 µM]	-1%	-4%	-2%	-9%
44	CCN(CCn1cccn1)C(=O)CCc1nnc(-c2ccc3c(c2)OCO3)o1	-3%	-5%	.	2%[10 µM]	-4%	-1%[9.22 µM]	?	-8%
45	COc1ccccc1/C=C/C(=O)OCC(=O)c1c(N)n(C)c(=O)n(C)c1=O	-12%	-7%	-2%	-29%[10 µM]	?	-7%	?	6%
46	COCCCNC(=O)c1ccc(Cn2c(=O)c3ccccc3n(CC(=O)Nc3ccc(C)cc3C)c2=O)cc1	-7%	3%	5%	.	.	.	.	13%
47	Cc1ccc(NC(=O)NNC(=O)c2ccccc2)cc1	1%	13%	25%	.	3%	.	1%	12%
48	C=C(C(=O)c1ccccc1)C(c1ccccc1)C(C)C(=O)c1ccccc1 (stereo unspecified)	-2%	-9%	-63%[inhibitor]	1%[1.9 µM]	?	9%[1.84 µM]	-3%	-15%
49	O=C(Nc1ccccc1C(F)(F)F)N1CCN(c2ccccn2)CC1	2%	4%	20%	.	-8%	20%	?	6%
50	CN(C)CCNc1oc(COc2ccc(Cl)cc2Cl)nc1C#N	-4%	-9%	-9%	-10%	0%	12%	-6%	?
51	CCCc1nnc(NC(=O)Cn2c(=O)sc3ccccc32)s1	-8%	-11%	.	-3%	?	6%	2%	-4%
52	CCOC(=O)Cn1c(CN2CCOCC2)nc2c1c(=O)n(C)c(=O)n2C	2%	5%	1%	3%[10 µM]	6%	-9%	-12%	12%
53	COc1cccc(CNC(=O)c2cnc(-c3ccccn3)nc2C(F)(F)F)c1	0%	-9%	-8%	10%	5%	-12%	1%	-14%
54	CCN(CC)CCNC(=O)c1ccc2c(=O)n(C3CCCC3)c(=S)[nH]c2c1	-12%	-27%	-15%	-3%	?	-24%	-3%	-7%
55	COc1ccccc1CNC(=O)CN1CCN(S(=O)(=O)c2cccs2)CC1	2%	4%	1%	-9%	?	-10%	-12%	2%
56	C/C(=C\C(=O)C(F)(F)F)Nc1ccc(C(F)(F)F)cc1	1%	-13%	-8%	8%[10 µM]	22µM*	-13%	8%	-16%

The list continues.
no.	SMILES	Tau fibril FP	Tau fluor cs	SMN2 splice enh	HTT ATP protect	ALDH1A1 block	HttQ103 aggreg	JMJD2E inh	Tau ThT inhib
57	COCCCNC(=O)CN(CCc1ccccc1)S(=O)(=O)c1ccc(C)cc1	-5%	-6%	.	-16%	?	8%	-2%	0%
58	CCCn1c(=O)c(Cc2ccccc2)c(O)c2ccccc21	6%	5%	-20%	-6%[0.074 µM]	?	-2%	?	0%
59	CCOc1ccc(C(=O)Nc2ccc(Cc3ccncc3)cc2)cc1Br	?	-20%	-81%[inhibitor]	-71%[inhibitor]	7%	?	?	?
60	Cn1c(=O)c2c(SCc3c(F)cccc3Cl)nc(CC(C)(C)C)nc2n(C)c1=O	1%	-7%	-24%	-17%[10 µM]	-3%	-14%	0%	-12%
61	CCOC(=O)c1c(NC(=O)c2cc(=O)c3cc(C)ccc3o2)sc2c1CCCC2	-3%	-5%	-3%	.	.	.	.	-4%

These rows are one share of the data; count on the stated rates, not on these rows.
